Bcl-W Bim block: human Bim-Bcl-W interaction inhibition; Q92843; bead-based flow cytometry, Bim peptide-Bcl-W binding; inhibition, % at 10 µM; 0.02% of 190,000 active;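 also: 0% = bound tracer without compound and 100% = peptide blocker; higher means less fluorescent Bim peptide bound to Bcl-W beads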
Target sequence (Q92843 whole entry, looked up): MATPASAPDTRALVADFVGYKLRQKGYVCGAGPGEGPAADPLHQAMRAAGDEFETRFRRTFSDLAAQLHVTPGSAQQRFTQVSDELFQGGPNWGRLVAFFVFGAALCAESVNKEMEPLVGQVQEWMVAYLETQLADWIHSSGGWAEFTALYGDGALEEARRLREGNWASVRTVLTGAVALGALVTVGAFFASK
Mcl-1 Bim block: disrupts Bim peptide binding to human Mcl-1 | inhibition, % at 10 µM | 0.1% of 190,000 active | Bead-based flow cytometry, Bim peptide-Mcl-1 binding;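 also: 0% = no compound tracer wells and 100% = peptide blocker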
Bcl-2 Bim block: human Bim-Bcl-2 interaction inhibition; P10415; Bead-based flow cytometry, Bim peptide-Bcl-2 binding; inhibition, % at 10 µM; 0.06% of 190,000 active; AID 950; in the data active = inhibition above about 40%; inconclusive = no clear call, values can overlap the other calls;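 also: 0% = no compound wells with probe peptide and 100% = reference peptide inhibitor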
Mcl1 Bid PPI: disrupts binding of human Mcl-1 to Bid peptide; Q07820; inhibition, % at 21.7 µM; AID 1021; TR-FRET Mcl-1/Bid-Dy647 peptide binding, 1536-well; 0.97% of 220,000 active;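 active = compounds that cut the binding signal by more than half at the single screening dose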;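 also: His-tagged Mcl-1 with europium anti-His antibody binding Bid BH3 peptide; 0% = Mcl-1 plus peptide wells and 100% = peptide-only wells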
RGS7-Gao: human RGS7-Galphao interaction regulation; Multiplexed bead flow cytometry, RGS7-Galphao binding; actives lie on both sides; binding response (% of control), % at 10 µM; 0.35% of 220,000 active; in the data active = binding response below about 49% or above about 150%; inconclusive = no clear call, values can overlap the other calls; inactive = in between;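 also: fluorescent Galphao held in activated GDP-AlF4 state binding bead-coupled RGS7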
Target sequence (P09471 whole entry, looked up): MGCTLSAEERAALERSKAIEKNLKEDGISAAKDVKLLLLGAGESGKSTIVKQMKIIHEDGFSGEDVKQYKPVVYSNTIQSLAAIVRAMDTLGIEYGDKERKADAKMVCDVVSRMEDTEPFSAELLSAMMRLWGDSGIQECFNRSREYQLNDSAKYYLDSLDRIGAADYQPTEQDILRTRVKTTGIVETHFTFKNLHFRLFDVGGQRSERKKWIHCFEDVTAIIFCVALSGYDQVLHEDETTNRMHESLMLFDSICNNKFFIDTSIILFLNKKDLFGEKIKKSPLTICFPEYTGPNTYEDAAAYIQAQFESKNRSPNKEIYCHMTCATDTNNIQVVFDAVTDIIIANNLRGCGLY
Bim-Bcl-B: human Bim-Bcl-B interaction inhibition | Q9HD36 | bead-based flow cytometry, Bim peptide-Bcl-B binding | inhibition, % at 10 µM | 0.073% of 190,000 active;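 also: 0% = tracer peptide without compound and 100% = reference inhibitor peptide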
Target sequence (Q9HD36 whole entry, looked up): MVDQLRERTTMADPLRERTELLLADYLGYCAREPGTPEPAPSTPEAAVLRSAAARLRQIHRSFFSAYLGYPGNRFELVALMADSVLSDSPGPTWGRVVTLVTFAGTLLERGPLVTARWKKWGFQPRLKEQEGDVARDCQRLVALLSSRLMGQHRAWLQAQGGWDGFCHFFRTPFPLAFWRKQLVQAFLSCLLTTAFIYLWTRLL
RGS4-Gao reg: human RGS4-Galphao interaction regulation; 0.33% of 220,000 active; binding response (% of control), % at 10 µM; P09471; Multiplexed bead flow cytometry, RGS4-Galphao binding; actives lie on both sides; in the data active = binding response below about 49% or above about 150%; inactive = in between;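 also: fluorescent Galphao activated with aluminum fluoride binding bead-coupled RGS4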
Mcl1-Noxa inh: Mcl-1/Noxa interaction inhibition; Q07820; TR-FRET Mcl-1/Noxa peptide binding, 2 h; inhibition, % at 21.7 µM; 1.5% of 220,000 active;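 active = compounds that cut the protein-peptide binding signal by more than 50% relative to plate controls in a single-dose test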;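 also: His-tagged Mcl-1 with rhodamine Noxa BH3 peptide and terbium anti-His antibody; 0% = Mcl-1 plus Noxa peptide wells and 100% = peptide-only wells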
RGS8-Gao reg: modulates binding of RGS8 to human Galphao; P09471; 0.34% of 220,000 active; multiplexed bead flow cytometry; actives lie on both sides; response (percent of control binding), % at 10 µM; in the data active = response below about 60% or above about 140%; inactive = in between;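 also: Galphao activated as the GDP aluminium fluoride complex binding bead-coupled RGS8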
Bcl-XL Bim block: disrupts Bim peptide binding to human Bcl-XL. Q07817. bead flow cytometry, fluorescence. inhibition, % at 10 µM. 0.04% of 190,000 active. AID 1007
Target sequence (Q07817 whole entry, looked up): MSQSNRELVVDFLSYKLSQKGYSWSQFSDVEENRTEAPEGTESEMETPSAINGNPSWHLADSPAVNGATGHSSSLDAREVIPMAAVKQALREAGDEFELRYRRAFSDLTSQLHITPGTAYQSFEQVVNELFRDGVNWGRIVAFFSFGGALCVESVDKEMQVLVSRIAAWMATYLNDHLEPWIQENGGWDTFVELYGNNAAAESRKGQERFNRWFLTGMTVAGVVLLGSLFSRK
Bfl-1 Bim block: inhibitors of Bim-Bfl-1 interaction, human; 0.12% of 190,000 active; inhibition, % at 10 µM; Bead-based flow cytometry, Bim-Bfl-1 binding inhibition; Q16548;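 also: 0% = wells without compound plus tracer and 100% = blocker peptide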
An asterisk follows results filed as active; ? = inconclusive; · = not tested or not shown. Rule as the data show it, unless noted: active = inhibition above about 40%.

SMILES,Bcl-W Bim block,Mcl-1 Bim block,Bcl-2 Bim block,Mcl1 Bid PPI,RGS7-Gao,Bim-Bcl-B,RGS4-Gao reg,Mcl1-Noxa inh,RGS8-Gao reg,Bcl-XL Bim block,Bfl-1 Bim block
Cc1ccccc1N1CCN(C(=S)c2ccc(-c3cccc([N+](=O)[O-])c3)o2)CC1,-6.0,-5.0,0.0,-33.3,100.4,-25.0,101.3,5.3,99.6,-6.0,0.0
CCN(CC)S(=O)(=O)c1cccc(C(=O)N/N=C/c2ccc([N+](=O)[O-])o2)c1,4.0,1.0,4.0,-51.3,?,1.0,103.6,-26.1,102.3,0.0,-1.0
CCOC(=O)N1CCN(C(=O)c2ccc(NC(=O)CC)cc2)CC1,1.0,0.0,1.0,-26.9,92.7,-1.0,91.9,-6.4,94.0,0.0,-2.0
Cc1nc2ccccc2cc1C(=O)N/N=C/c1cccc([N+](=O)[O-])c1,0.0,0.0,0.0,-19.1,100.1,0.0,101.4,0.1,99.1,-1.0,0.0
NS(=O)(=O)c1cccc(NC(=O)COC(=O)CCCc2c[nH]c3ccccc23)c1,5.0,0.0,-4.0,-31.1,?,-5.0,98.9,9.1,102.4,1.0,-7.0
COc1cc(N/N=C(\C)c2ccc(N)cc2)nc(-c2ccccc2)n1,1.0,0.0,-2.0,-36.5,97.2,-2.0,98.6,22.9,98.6,-1.0,0.0
COC(=O)C1NN=C(C(=O)c2ccc(Cl)cc2)C1c1ccc(OC)cc1 (centres undefined),-2.0,0.0,5.0,2.6,99.0,-2.0,98.4,21.7,99.9,-3.0,0.0
COc1ccc2nc3ccccc3nc2c1NC(=O)c1ccc(Cl)cc1,-3.0,-2.0,-1.0,17.8,99.0,-5.0,104.3,9.2,101.9,0.0,-1.0
CCS(=O)(=O)N1Cc2ccccc2CC1C(=O)Nc1nnc(C2CC2)s1 (centres undefined),-3.0,-2.0,-2.0,-16.1,112.7,-1.0,100.3,27.8,94.7,-3.0,-1.0
O=C(NC1CC1)C1CCCN(C(=O)NC2CCCCC2)C1 (centres undefined),1.0,-2.0,-1.0,-29.2,105.6,-10.0,100.4,6.8,98.8,0.0,-6.0
O=S(=O)(CCSc1ccc(C(F)(F)F)cn1)c1ccc(Cl)cc1,·,·,·,0.8,?,·,99.4,9.2,99.6,·,·
CCc1ccc(CNC(=O)CN2C(=O)COc3ccccc32)cc1,3.0,1.0,-3.0,-0.9,101.4,-5.0,101.2,-8.0,101.8,1.0,-7.0
S=C(NCCN1CCCCC1)Nc1ccc(Br)cc1,·,·,·,-64.1,?,·,102.6,-0.1,100.7,·,·
CCS(=O)(=O)N1CCC(C(=O)NCC2CCCO2)CC1 (centres undefined),1.0,2.0,3.0,-24.3,99.2,2.0,101.1,-2.9,98.7,1.0,2.0
CCOC(=O)C(NS(=O)(=O)c1ccc(C)cc1)(C(F)(F)F)P(=O)(OCC(C)C)OCC(C)C (centres undefined),4.0,1.0,1.0,-48.4,96.8,0.0,99.7,-4.9,101.3,-1.0,0.0
O=C(NCCc1nc2ccccc2[nH]1)/C(=C/c1ccco1)NC(=O)c1ccc(Br)cc1,-8.0,-4.0,-4.0,-10.2,99.5,-9.0,100.7,9.4,101.7,-15.0,-13.0
Cc1ccc(C(=O)c2nocc2C(=O)c2cccs2)cc1,-1.0,0.0,3.0,-0.8,96.6,-1.0,94.3,5.0,95.9,-2.0,0.0
Cc1ccc(Nc2nc(N)c([N+](=O)[O-])c(N3CCCC(C)C3)n2)cc1C (centres undefined),-7.0,-4.0,-2.0,7.8,105.1,-12.0,100.2,13.4,101.0,-11.0,-11.0
N/C(=N\OC(=O)c1ccc([N+](=O)[O-])cc1)c1ccccn1,0.0,-2.0,-3.0,2.3,103.4,-4.0,101.1,-4.5,104.9,1.0,-5.0
COc1ccc(OCC(=O)N/N=C(\C)CC(=O)Nc2ccc(OC)cc2[N+](=O)[O-])cc1,6.0,8.0,2.0,-14.6,84.1,9.0,86.3,6.2,81.1,3.0,6.0

SMILES,Bcl-W Bim block,Mcl-1 Bim block,Bcl-2 Bim block,Mcl1 Bid PPI,RGS7-Gao,Bim-Bcl-B,RGS4-Gao reg,Mcl1-Noxa inh,RGS8-Gao reg,Bcl-XL Bim block,Bfl-1 Bim block
C=C(C)CNC(=S)NNC(=O)c1ccco1,-4.0,-2.0,-4.0,-31.2,102.2,-3.0,101.1,-4.0,102.0,-4.0,-6.0
S=C(NCc1ccc(Cl)cc1)NCc1ccccn1,-1.0,0.0,-1.0,-22.4,97.6,-6.0,97.3,7.2,97.9,-1.0,-4.0
NC(=O)C1CCN(C(=O)C2CCN(S(=O)(=O)c3ccccc3)CC2)CC1,2.0,0.0,-10.0,-5.8,96.8,-4.0,101.9,17.6,105.5,0.0,-11.0
COc1ccccc1-c1nnc(SCc2nc3ccccc3s2)n1C,-4.0,0.0,-3.0,-20.4,98.4,-4.0,100.0,-16.0,100.4,-4.0,-1.0
COc1ccccc1C/C(N)=N/O,0.0,-1.0,0.0,-14.9,110.3,-2.0,108.7,-9.8,107.6,-4.0,0.0
O=C1CSC(c2cccnc2)N1c1ccc(Cl)cc1 (centres undefined),-4.0,0.0,0.0,79.4*,112.9,-1.0,104.6,0.5,100.7,-1.0,-2.0
Cc1nn(-c2cc(Cl)ccc2Cl)c(C)c1C(=O)O,-3.0,0.0,-8.0,-14.7,?,-7.0,99.1,7.9,99.6,-2.0,-8.0
CSc1ncc(CN2CCN(C3CCCC3)C(CCO)C2)cn1 (centres undefined),0.0,-1.0,0.0,-32.9,99.0,0.0,101.3,9.3,100.0,-2.0,-6.0
CCOc1cc(C(=O)N(C)Cc2cc3ccccc3[nH]c2=O)cc(OCC)c1OCC,0.0,-1.0,0.0,-10.6,95.9,-2.0,95.5,-2.0,98.0,0.0,-3.0
OC1CSc2nc3ccccc3n2C1 (centres undefined),0.0,-3.0,-2.0,-21.1,102.4,-3.0,101.7,-17.1,99.1,0.0,4.0
CCc1nnc(SCc2ccc(C(=O)OC)o2)n1N,0.0,2.0,-2.0,-28.4,99.8,-6.0,101.4,2.3,97.8,-11.0,-13.0
CC(=O)Nc1ccc(S(=O)(=O)N(C)c2ccc(OCC(=O)OCC(=O)NCc3ccco3)cc2)cc1,·,·,·,-20.4,?,·,99.6,18.9,100.2,·,·
O=C(c1cccc2c1-c1ccccc1/C2=N/O)N1CCCCC1,-1.0,0.0,-3.0,-7.6,104.2,-3.0,100.8,-15.9,101.7,-1.0,-7.0
COc1ccc2nc(N3C(=O)/C(=C/c4ccc(Cl)cc4)NC3=S)sc2c1,-4.0,-2.0,-11.0,88.5*,100.8,-5.0,105.0,87.3*,102.8,-4.0,-20.0
CCOC(=O)c1cn2nc(Oc3cccc(F)c3)ccc2n1,·,·,·,-10.0,?,·,101.9,8.3,102.4,·,·
O=C(Nn1cnnc1)c1ccc(Br)s1,-3.0,-2.0,-2.0,-31.0,92.0,-10.0,95.0,8.0,86.3,-6.0,0.0
COc1cccc(C2CC(c3cccs3)=NN2S(C)(=O)=O)c1 (centres undefined),-3.0,0.0,0.0,-11.5,98.6,-4.0,95.1,4.0,99.2,0.0,-4.0
CCOC(=O)CSc1ncc(-c2ccccc2)cn1,-2.0,-6.0,-12.0,-13.5,102.8,-8.0,102.9,-2.4,101.7,-7.0,-19.0
CC(=O)Nc1cc[n+](C(C)C(=O)c2ccc(Br)cc2)cc1 (centres undefined),-2.0,-5.0,-6.0,-10.6,104.8,-7.0,101.6,22.1,106.0,-2.0,-6.0
COc1ccc(NC(=O)CN2CCN(CC(=O)Nc3ccccc3F)CC2)cc1OC,-6.0,-6.0,-8.0,-23.2,98.5,-4.0,100.7,16.0,100.8,-8.0,-16.0

Next section, starting with the last four of the part before.
SMILES,Bcl-W Bim block,Mcl-1 Bim block,Bcl-2 Bim block,Mcl1 Bid PPI,RGS7-Gao,Bim-Bcl-B,RGS4-Gao reg,Mcl1-Noxa inh,RGS8-Gao reg,Bcl-XL Bim block,Bfl-1 Bim block
COc1cccc(C2CC(c3cccs3)=NN2S(C)(=O)=O)c1 (centres undefined),-3.0,0.0,0.0,-11.5,98.6,-4.0,95.1,4.0,99.2,0.0,-4.0
CCOC(=O)CSc1ncc(-c2ccccc2)cn1,-2.0,-6.0,-12.0,-13.5,102.8,-8.0,102.9,-2.4,101.7,-7.0,-19.0
CC(=O)Nc1cc[n+](C(C)C(=O)c2ccc(Br)cc2)cc1 (centres undefined),-2.0,-5.0,-6.0,-10.6,104.8,-7.0,101.6,22.1,106.0,-2.0,-6.0
COc1ccc(NC(=O)CN2CCN(CC(=O)Nc3ccccc3F)CC2)cc1OC,-6.0,-6.0,-8.0,-23.2,98.5,-4.0,100.7,16.0,100.8,-8.0,-16.0
N=c1sccn1CC(=O)Nc1cccc(S(=O)(=O)N2CCCCCC2)c1,2.0,0.0,-1.0,-24.3,?,-5.0,95.0,3.4,94.3,0.0,-4.0
O=C(Nc1ccccc1)N1CCOCC1,0.0,-2.0,0.0,-8.0,100.8,-2.0,101.1,-3.0,101.3,0.0,0.0
NS(=O)(=O)c1ccc(NC(=O)c2cc(-c3cccs3)nc3ccccc23)cc1,0.0,-1.0,-8.0,33.9,100.0,-10.0,102.5,-13.7,102.5,-2.0,-15.0
Cc1ccc(NC(C)c2cc(Cl)ccc2O)cc1 (centres undefined),-4.0,-4.0,-6.0,-10.3,98.6,-11.0,102.7,4.0,99.1,-10.0,-2.0
O=C(CSc1nnc(COc2ccc(Cl)cc2)o1)N1c2ccccc2CCc2ccccc21,1.0,-4.0,-5.0,-8.9,101.1,0.0,104.7,2.9,99.6,0.0,-8.0
O=C(O)c1ccc(N2C(=O)CSC2c2cccc([N+](=O)[O-])c2)cc1 (centres undefined),-2.0,-2.0,-4.0,1.5,95.8,-5.0,102.5,-23.0,101.3,-1.0,-5.0
CCOC(=O)COc1ccc2c(c1)C(=O)CC(C)(C)O2,0.0,-1.0,0.0,11.5,100.9,0.0,103.3,-1.0,100.9,-3.0,0.0
CCn1cc(Br)c(C(=O)Nc2ccc(F)c(Cl)c2)n1,-1.0,-8.0,-5.0,-4.8,123.9,-3.0,123.9,20.3,129.1,-9.0,-5.0
O=C(CCc1nc(-c2ccccc2Cl)no1)NCC1CCCO1 (centres undefined),-3.0,2.0,1.0,-10.4,101.4,-4.0,99.2,3.0,98.3,-2.0,-4.0
COc1ccc(CC(=O)NCc2nnc(SCc3ccc(C)cc3)n2C)cc1,-3.0,-4.0,-5.0,-0.6,97.4,-9.0,99.6,-12.1,101.2,-10.0,-1.0
O=C(CSc1nnc(CNc2ccc(F)cc2)n1Cc1ccco1)N1CCOCC1,6.0,0.0,3.0,-11.6,100.5,2.0,97.6,4.9,100.4,7.0,6.0
COc1ccc(C(=O)Nc2ccc3c(c2)nc(CCNC(C)=O)n3C)cc1,-6.0,-5.0,-3.0,-5.8,109.4,0.0,105.3,-0.2,122.1,-7.0,-5.0
O=C(Cc1c(O)c2ccccc2[nH]c1=O)NC1CCCCCC1,2.0,-2.0,-2.0,-15.6,102.9,0.0,106.8,24.5,104.8,0.0,0.0
S=C(NC1CCCCC1)N1CCn2cccc2C1c1cccnc1 (centres undefined),-1.0,-1.0,2.0,-28.2,102.0,0.0,102.3,63.5*,101.5,-2.0,1.0
CCOC(=O)C1CCN(Cc2nc3ccc(Cl)cc3n2CCO)CC1,0.0,-3.0,-2.0,-5.4,103.2,0.0,104.7,9.1,101.9,0.0,0.0
